Screening data: PubChem, Broad Institute
S100A4 inh HTS: inhibitors of S100A4-myosin IIA peptide binding, primary screen, biochemical, fluorescence polarization, TAMRA-MyoIIA peptide; Protein S100-A4 (Homo sapiens), P26447; inhibition, % at 10.7 µM; 360,000 compounds, 0.14% hits; AID 652163, 2013;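 active = mean inhibition of at least 70% across replicates, with every replicate also reaching that level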
Target sequence (P26447 whole entry, looked up): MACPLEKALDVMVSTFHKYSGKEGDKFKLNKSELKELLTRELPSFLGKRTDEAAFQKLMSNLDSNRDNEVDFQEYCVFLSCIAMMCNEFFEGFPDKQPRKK
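System – human S100A4 monomer protein, biochemical binding assay · Buffer or medium – Calcium-containing HEPES buffer, pH 7.2 · Timing – 5 min between mix addition and reading · Also added – TAMRA-labelled myosin IIA heavy-chain peptide probe, 5 nM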
PGC1a acetyl inh: inhibitors of PGC1a acetylation signal, primary screen, cell-based, U2OS, AlphaScreen, inhibitor mode; AlphaScreen anti-acetyl-lysine; with virally co-expressed GCN5 acetyltransferase; inhibition, % at 15.6 µM; 350,000 compounds, 0.17% hits; AID 651687, 2012;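 active = every replicate shows inhibition of at least 40%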;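 also: 0% = neutral control wells and 100% = positive control wells; some results beyond the cut were filed as inactive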
ERAP1 inh: human ERAP1 aminopeptidase inhibitors, primary screen, biochemical, single point, plate reader; Endoplasmic reticulum aminopeptidase 1 (Homo sapiens), Q9NZ08; recombinant ERAP1, Leu-AMC fluorescence, 60 min; inhibition, % at 10.7 µM; 340,000 compounds, 0.15% hits; AID 652197, 2013;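 active = mean replicate inhibition of at least 30%, or all replicates individually reaching that 30% level; inactive = mean below 30% and not every replicate reaching it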;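 also: 0% = neutral control wells and 100% = L-leucinethiol positive control wells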
Target sequence (Q9NZ08 whole entry, looked up): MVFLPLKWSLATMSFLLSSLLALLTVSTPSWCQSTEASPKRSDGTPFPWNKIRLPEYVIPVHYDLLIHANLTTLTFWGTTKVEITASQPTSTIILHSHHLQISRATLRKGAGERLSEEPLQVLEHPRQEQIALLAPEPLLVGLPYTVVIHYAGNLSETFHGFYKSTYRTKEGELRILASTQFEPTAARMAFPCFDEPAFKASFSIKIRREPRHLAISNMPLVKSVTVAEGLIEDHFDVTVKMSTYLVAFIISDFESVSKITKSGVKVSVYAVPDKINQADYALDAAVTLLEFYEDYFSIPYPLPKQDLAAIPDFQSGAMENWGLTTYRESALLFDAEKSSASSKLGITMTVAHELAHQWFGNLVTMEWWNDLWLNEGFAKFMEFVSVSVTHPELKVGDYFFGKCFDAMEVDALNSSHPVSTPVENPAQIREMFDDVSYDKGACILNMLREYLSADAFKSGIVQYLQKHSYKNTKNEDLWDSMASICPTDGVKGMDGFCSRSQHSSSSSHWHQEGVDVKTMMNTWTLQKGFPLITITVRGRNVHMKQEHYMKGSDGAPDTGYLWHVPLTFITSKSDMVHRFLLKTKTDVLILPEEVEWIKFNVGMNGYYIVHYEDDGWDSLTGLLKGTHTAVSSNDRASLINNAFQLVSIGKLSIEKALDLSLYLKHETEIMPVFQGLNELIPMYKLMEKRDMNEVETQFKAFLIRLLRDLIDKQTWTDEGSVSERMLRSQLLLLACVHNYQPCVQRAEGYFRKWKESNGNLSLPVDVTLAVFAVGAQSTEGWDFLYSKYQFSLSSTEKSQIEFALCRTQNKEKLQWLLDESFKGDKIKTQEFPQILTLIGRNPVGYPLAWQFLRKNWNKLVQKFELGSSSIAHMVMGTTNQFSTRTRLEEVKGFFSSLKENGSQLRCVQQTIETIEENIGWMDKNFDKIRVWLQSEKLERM
LGR2 antag: inhibitors of bursicon-induced LGR2 CRE-luciferase signal, primary screen, cell-based, HEK293, CRE-luciferase reporter, bursicon stimulation | Drosophila bursicon receptor LGR2 (rickets) | AID 720647, 2013 | inhibition, % at 9.99 µM | 380,000 compounds, 0.35% hits | bursicon-stimulated, 4 h;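 active = drop in luminescence signal, shown as inhibition above about 50% in the replicate tests, limit read from the data, passing the limit was not always enough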;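 also: agonist challenge used bursicon conditioned medium at about half maximal strength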
Statin myotox sup: suppressors of statin myotoxicity in C2C12 myotubes, primary screen, cell-based, single point, plate reader. 330,000 compounds, 0.78% hits. rescue of ATP level, % at 7.49 µM. C2C12 myotubes + simvastatin, ATP luminescence, 48 h; scaled: DMSO 0, geranylgeraniol control 100;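 active = mean ATP rescue above about 67%, or every replicate alone reaching that limit, limit read from the data, passing the limit was not always enough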;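 also: myotubes were challenged with 10 µM simvastatin during compound exposure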
SIRT5 inh: SIRT5 desuccinylase inhibitors, primary screen, biochemical, fluorescence imaging, single point, set 5. NAD-dependent protein deacylase sirtuin-5, mitochondrial (Homo sapiens), Q9NXA8. Purified SirT5, succinyl-peptide AMC, trypsin-coupled fluorescence. inhibition, % at 15 µM. 330,000 compounds, 1.1% hits. AID 652115, 2013; in the data active = inhibition above about 15%
XiGFP reactiv: activators of inactive X chromosome reactivation, primary screen, imaging, XiGFP fibroblasts, GFP high-content imaging, set 2. XiGFP mouse fibroblasts, % GFP-positive cells imaging, 3 d; cells co-treated with 5-aza-dC sensitizer; scaled so ellipticine positive control = 100%. activation, % at 7.58 µM. 360,000 compounds, 0.055% hits. AID 743238, 2013;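 active = mean normalized replicate activation at least 10% and every replicate at or above 10%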;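 also: 0% = median of on-plate neutral control wells and 100% = ellipticine 6 µM median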
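Assay system – SV40-immortalized XiGFP fibroblast cells, line 68-5-11 · Buffer or medium – DMEM supplemented with 5-aza-dC as sensitizing agent · Dosing – one concentration, pinned · Benchmarks – positive control ellipticine, 6 µM final · Times – 3 days compound exposure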
Cneo AK release: Cryptococcus neoformans cell lysis inducers, primary screen, AK release luminescence, single concentration. C. neoformans lysis, adenylate kinase release luminescence, 4 h; normalised: neutral wells 0, clomiphene wells 100. lysis activity, % at 15 µM. 360,000 compounds, 0.2% hits. AID 651654, 2012;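 active = mean lysis activity across replicates of at least 80%, whatever share of replicates individually reach that level; inactive = mean lysis activity below 80%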
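Assay system: Cryptococcus neoformans yeast cells / Dosing: single-point compound dose / Timing: 4 h at 37 °C static, read 1 h later / Measured by: luminescence of released adenylate kinase using an AK detection reagent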
An asterisk follows results filed as active; · = no result given; & = joins results of further samples. Not all compounds are listed; the hit share may differ from the screen's.

no.	SMILES	S100A4 inh HTS	PGC1a acetyl inh	ERAP1 inh	LGR2 antag	Statin myotox sup	SIRT5 inh	XiGFP reactiv	Cneo AK release
1	C[C@@H]1CN([C@H](C)CO)C(=O)c2cc(C3=CCCCC3)cnc2O[C@@H]1CN(C)Cc1cccc(F)c1	0	1	2	2	·	2	-0.1	-3
2	Cc1cc(CNC(=O)c2ccc3nc(Cc4ccccc4F)oc3c2)nn1C	-1	4	-1	-51	-3	-4	0.0	-7
3	O=C(NCC1CCCN1S(=O)(=O)c1cccs1)c1ccc(Cl)cc1 (configuration not stated)	-3	·	-1	2	·	-2	0.0	·
4	FC(F)(F)c1cccc(-c2cc3nc(NC4CCCCC4)ccn3n2)c1	-10	-4	-1	-24	18	·	-0.1	0
5	CC(C)NC(=O)Nc1ccc2c(c1)CC(=O)N([C@@H](C)CO)C[C@H](C)[C@@H](CN(C)S(=O)(=O)c1ccc(F)cc1)O2	·	1	·	18	-4	·	0.1	·
6	C[C@H]1CCCCO[C@@H](CN(C)C(=O)Nc2ccccc2)[C@@H](C)CN([C@@H](C)CO)C(=O)c2cc(NC(=O)c3ccncc3)ccc2O1	0	15	-3	-11	·	-3	0.0	1
7	O=C(C[C@@H]1C[C@H]2c3cc(NS(=O)(=O)c4ccc(F)cc4)ccc3O[C@H]2[C@@H](CO)O1)NC1CCCCC1	-9	-6	4	-15	0	-1	0.1	-3
8	O=C(Cc1c(F)cccc1Cl)Nc1ccccc1C(=O)N1CCCCC1	0	·	-1	2	-1	-3	0.0	4
9	CCS(=O)(=O)NC(C)C(c1cccs1)N1CCN(c2ccc(OC)cc2)CC1 (configuration not stated)	5	1	3	3	8	1	0.0	0
10	O=C(NCCSc1ccc(Cl)cc1)c1ccc(CN2CCOCC2)cc1	-2	1	4	17	·	-2	0.0	·
11	COc1ccccc1-c1ccc2c(c1)C(C)(Cc1ccccc1C#N)C(=O)N2 (configuration not stated)	-3	·	1	3	2	-5	0.0	0
12	O=C(O)c1ccccc1-c1nc2ccccc2[nH]1	-5	0	-4	13	-1	4	0.0	0
13	C[C@H]1CN([C@@H](C)CO)C(=O)Cc2cc(NC(=O)Nc3ccc(C(F)(F)F)cc3)ccc2O[C@@H]1CN(C)Cc1ccc(C(F)(F)F)cc1	1	5	-3	15	0	1	-0.1	48
14	Cc1cccc(C)c1Nc1c(-c2ccsc2)nc2ncccn12	·	-6	·	13	·	·	-0.1	-1
15	C=CCn1cc(C(C)=O)c(=O)[nH]c1=O	-1	0	12	7	·	7	0.1	·
16	CCc1ccc(N(C2C=CS(=O)(=O)C2)S(=O)(=O)c2ccc(C)cc2)cc1 (configuration not stated)	3	-10	-4	15	·	-2	0.1	-1
17	C[C@H]1CCCCO[C@@H](CN(C)S(=O)(=O)c2ccc(F)cc2)[C@@H](C)CN([C@@H](C)CO)C(=O)c2cc(NC(=O)Nc3ccc(F)cc3)ccc2O1	·	-22	·	8	·	·	-0.1	3
18	CCN(CC(=O)Nc1ccc2c(c1)OCCO2)C(=O)c1ccc(Cl)cc1Cl	2	·	-1	-98	21	-5	-0.3	·
19	COc1cccc(-c2ccc([C@H]3[C@@H](CO)N4CCCCN(S(=O)(=O)c5cn(C)cn5)C[C@@H]34)cc2)c1	1	·	0	20	-8	-1	0.2	-2
20	O=C(N/N=C/c1ccc(O)cc1)c1cc(C23CC4CC(CC(C4)C2)C3)[nH]n1	1	0	-5	-2	·	-5	0.1	·
21	O=c1cc(-c2ccc([N+](=O)[O-])cc2)nc2cc(-c3ccc(F)cc3)[nH]n12	7	·	-3	·	·	-5	0.2	·
22	COc1ccc(S(=O)(=O)Nc2ccc3c(c2)C(=O)N([C@H](C)CO)C[C@H](C)[C@H](CN(C)C(=O)NC(C)C)OCCCC[C@@H](C)O3)cc1	4	0	-2	-25	·	1	-1.1	-2
23	CC1CN(C(=O)c2cc3cc(Cl)ccc3[nH]2)CC(C)O1 (configuration not stated)	-5	·	6	7	0	-6	0.2	·
24	O=C(O)CCC(=O)NNC(=O)COc1ccc(Cl)cc1Cl	51	4	-3	-11	·	-1	0.0	·
25	C[C@@H]1CN([C@@H](C)CO)C(=O)Cc2cc(NC(=O)CCCCCC(=O)Nc3ccccc3N)ccc2O[C@H]1CN(C)S(=O)(=O)c1ccccc1	4	-7	-1	3	-23	0	0.0	-2
26	COc1cccc(C(=O)Nc2ccc3c(c2)C(=O)N(C)[C@@H]2CC[C@@H](CC(=O)N[C@@H](C)c4ccccc4)O[C@@H]2CO3)c1	1	-2	3	1	34	4	0.0	51
27	CCCCN1C(=O)C(=O)N(CC(=O)Nc2cc(Cl)ccc2OC)C1=O	-4	4	-4	-20	3	-1	0.3	3
28	C[C@@H]1CN([C@H](C)CO)S(=O)(=O)c2ccc(/C=C/c3ccccc3)cc2O[C@@H]1CN(C)C(=O)c1cccnc1	-1	-7	1	4	·	6	-1.1	-3
29	C[C@H](CO)N1C[C@H](C)[C@H](CN(C)S(=O)(=O)c2cccs2)Oc2ccc(NS(=O)(=O)c3cn(C)cn3)cc2CC1=O	3	5	1	-18	7	3	0.3	48
30	COc1ccc(Cl)cc1N(CC(=O)NCc1ccccn1)S(=O)(=O)c1ccc(C)cc1	-1	-1	0	-12	6	-7	-0.1	-2

Next part:
no.	SMILES	S100A4 inh HTS	PGC1a acetyl inh	ERAP1 inh	LGR2 antag	Statin myotox sup	SIRT5 inh	XiGFP reactiv	Cneo AK release
31	COc1ccc(-c2cnc3c(c2)C(=O)N([C@H](C)CO)C[C@H](C)[C@H](CN(C)S(=O)(=O)c2cccc(OC)c2)O3)cc1	·	10	·	-13	36	·	-0.7	·
32	CO[C@@H]1CN(C)C(=O)c2cc(NC(C)=O)ccc2OC[C@@H](C)N(CC2CCCCC2)C[C@@H]1C	·	-9	·	4	3	·	-0.2	-1
33	CC1=C(C(=O)Nc2cccnc2)C(c2ccc(C(C)C)cc2)n2ncnc2N1 (configuration not stated)	9	2	6	·	-6	0	0.0	0
34	CC(C)(C)[C@@H]1C=C(C(=O)O)O[C@H](OCc2ccc(CO)cc2)C1	-2&5	-5&10	0	-11	-5	-1	0.0	-7&-3
35	Cc1ccccc1S(=O)(=O)N1CC[C@H]2[C@@H](CO)N(C)c3ccc(Br)cc3[C@H]21	·	6	·	12	8	·	0.0	-8
36	CCCC#Cc1ccc2c(c1)O[C@H](CN(C)C(=O)Nc1ccc(OC)cc1)[C@@H](C)CN([C@H](C)CO)S2(=O)=O	-3	12	1	2	25	13	0.5	-4
37	O=C(NC1CCCC1)C(c1cccnc1)N(Cc1ccc(F)cc1)C(=O)c1csnn1 (configuration not stated)	-7	·	-3	9	2	1	0.1	-4
38	CCC1(CC)C(=O)C2=C3C1[C@H](C(=O)OC)CC(C(=O)OC)C[C@H]3n1c(=O)n(-c3ccccc3)c(=O)n1[C@H]2C (some centres not stated)	0	·	3	-33	·	0	-0.1	·
39	O=C(NCc1ccc(F)cc1)C(c1ccc(Cl)cc1)N(C(=O)c1csnn1)C1CC1 (configuration not stated)	-22	11	-2	10	-24	0	-0.1	-1
40	Cc1nnc2sc(COc3ccccc3)nn2c1=O	-4	-7	1	3	1	-2	0.1	-2
41	Cc1noc(C)c1S(=O)(=O)Nc1ccc2c(c1)C(=O)N([C@H](C)CO)C[C@H](C)[C@@H](CN(C)S(=O)(=O)c1ccc(F)cc1)OCCCC[C@H](C)O2	-8	-17	1	17	·	7	0.0	1
42	O=C(CN(C(=O)CNS(=O)(=O)c1ccccc1)c1ccc(Cl)cc1)NCC1CCCO1 (configuration not stated)	-11	4	-5	6	14	-5	0.5	1
43	CCC1CCc2sc(C(=O)NCC(c3ccc(OC)cc3)N3CCOCC3)cc2C1 (configuration not stated)	-1	·	-1	2	-13	-2	2.4	-4
44	Cn1c(NC(=O)Cc2ccc(F)cc2)cc(=O)n(C)c1=O	0	-1	3	-36	-8	0	0.0	-1
45	COc1ccc2c(CC(=O)OCC(=O)Nc3sc4c(c3C#N)CCC(C)C4)coc2c1 (configuration not stated)	-11	7	-1	-11	2	-2	-0.1	-1
46	Fc1ccc(C2CCCN2Cc2nc(-c3cnccn3)no2)cc1 (configuration not stated)	3	·	-4	13	·	-1	0.0	·
47	O=C(COC(=O)CCc1nc2ccccc2s1)Nc1ccc(Cl)cn1	9	·	0	-69	0	-1	0.9	-2
48	CC(=O)N(C)C[C@@H]1Oc2ncc(C#Cc3ccccn3)cc2C(=O)N([C@@H](C)CO)C[C@H]1C	19	·	1	-11	-3	5	-0.7	40
49	COC(=O)c1cccc(NS(=O)(=O)c2ccc(OC)c(C(=O)N3CCOCC3)c2)c1C	-1	·	-2	-9	-7	0	0.0	11
50	Cc1ccc(C(=O)NCCc2nnc3ccc(SCC(=O)N4CCCC4)nn23)cc1	1	3	-2	0	·	-4	0.0	1

Structures from the list above with an aryl thioether with sulfur outside any ring, in the order listed:
no.	SMILES	S100A4 inh HTS	PGC1a acetyl inh	ERAP1 inh	LGR2 antag	Statin myotox sup	SIRT5 inh	XiGFP reactiv	Cneo AK release
10	O=C(NCCSc1ccc(Cl)cc1)c1ccc(CN2CCOCC2)cc1	-2	1	4	17	·	-2	0.0	·
50	Cc1ccc(C(=O)NCCc2nnc3ccc(SCC(=O)N4CCCC4)nn23)cc1	1	3	-2	0	·	-4	0.0	1

Some of these compounds in order of molecular weight, rising:
no.	SMILES	S100A4 inh HTS	PGC1a acetyl inh	ERAP1 inh	LGR2 antag	Statin myotox sup	SIRT5 inh	XiGFP reactiv	Cneo AK release
40	Cc1nnc2sc(COc3ccccc3)nn2c1=O	-4	-7	1	3	1	-2	0.1	-2
46	Fc1ccc(C2CCCN2Cc2nc(-c3cnccn3)no2)cc1 (configuration not stated)	3	·	-4	13	·	-1	0.0	·
48	CC(=O)N(C)C[C@@H]1Oc2ncc(C#Cc3ccccn3)cc2C(=O)N([C@@H](C)CO)C[C@H]1C	19	·	1	-11	-3	5	-0.7	40
32	CO[C@@H]1CN(C)C(=O)c2cc(NC(C)=O)ccc2OC[C@@H](C)N(CC2CCCCC2)C[C@@H]1C	·	-9	·	4	3	·	-0.2	-1
36	CCCC#Cc1ccc2c(c1)O[C@H](CN(C)C(=O)Nc1ccc(OC)cc1)[C@@H](C)CN([C@H](C)CO)S2(=O)=O	-3	12	1	2	25	13	0.5	-4
31	COc1ccc(-c2cnc3c(c2)C(=O)N([C@H](C)CO)C[C@H](C)[C@H](CN(C)S(=O)(=O)c2cccc(OC)c2)O3)cc1	·	10	·	-13	36	·	-0.7	·
41	Cc1noc(C)c1S(=O)(=O)Nc1ccc2c(c1)C(=O)N([C@H](C)CO)C[C@H](C)[C@@H](CN(C)S(=O)(=O)c1ccc(F)cc1)OCCCC[C@H](C)O2	-8	-17	1	17	·	7	0.0	1
